Bioassay records as filed in PubChem.
IL2 activator: qHTS of IL-2 Activators. IL-2 activation reporter assay, cell-based qHTS; stimulated with anti-CD3/CD4/CD28 beads; in transgenic mouse T cells. activation, % (series mostly up to about 46 µM). actives 0.065% (n = 360,000). AID 652025, 2013; in the data active = activation above about 50%; inconclusive = mostly about 30% to 49%; note: 0% is about no effect
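Using fluorescent plate cytometry, EGFP and DsRed are detected in transgenic mouse T cells stimulated 18 h at 37 degrees C with antibody-coated beads after 60 min compound pretreatment.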
PTHR1 ag: qHTS for PTHR1 Agonists: Primary Screen. Potency, µM (highest dose often 115 µM), for inactives: top-dose activation, most hits filed as activators. HEK293 GP2 PTHR1 cells, GloSensor cAMP luminescence, 1 h. actives 0.075% (n = 410,000); note: potency is the fitted concentration of half-maximal effect; nearly all actives have a fitted effect of over 55% in size; some results filed as inactive show a strong effect at the top dose; inactives centre near -15; many of its hits are not listed in these tables
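HEK-293-derived GP2 cells expressing PTHR1 and a GloSensor cAMP reporter, 3,000/well, plated overnight, given luciferin plus IBMX (each 0.5 mM as added) for 1 h at 37 °C, then compound for 1 h at 37 °C. Luminescence was read after 15 min at room temperature.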
PLK1 PBD block: qHTS for Inhibitors of PLK1-PDB (polo-like kinase 1 - polo-box domain): Primary Screen | actives 2.8% (n = 360,000) | AID 720504, 2013 | Potency, µM, for the others: max response, negative = inhibition, usual class: inhibitors | Plk1 PBD binding of FITC phosphopeptide, fluorescence polarization; note: potency is the fitted concentration of half-maximal effect; series mostly up to about 57 µM; % is set by controls: 0 for no effect and ±100 for the full control effect; nearly all actives have a fitted effect of over 65% in size
Target sequence (P53350 whole entry, looked up, the tested form may be a part): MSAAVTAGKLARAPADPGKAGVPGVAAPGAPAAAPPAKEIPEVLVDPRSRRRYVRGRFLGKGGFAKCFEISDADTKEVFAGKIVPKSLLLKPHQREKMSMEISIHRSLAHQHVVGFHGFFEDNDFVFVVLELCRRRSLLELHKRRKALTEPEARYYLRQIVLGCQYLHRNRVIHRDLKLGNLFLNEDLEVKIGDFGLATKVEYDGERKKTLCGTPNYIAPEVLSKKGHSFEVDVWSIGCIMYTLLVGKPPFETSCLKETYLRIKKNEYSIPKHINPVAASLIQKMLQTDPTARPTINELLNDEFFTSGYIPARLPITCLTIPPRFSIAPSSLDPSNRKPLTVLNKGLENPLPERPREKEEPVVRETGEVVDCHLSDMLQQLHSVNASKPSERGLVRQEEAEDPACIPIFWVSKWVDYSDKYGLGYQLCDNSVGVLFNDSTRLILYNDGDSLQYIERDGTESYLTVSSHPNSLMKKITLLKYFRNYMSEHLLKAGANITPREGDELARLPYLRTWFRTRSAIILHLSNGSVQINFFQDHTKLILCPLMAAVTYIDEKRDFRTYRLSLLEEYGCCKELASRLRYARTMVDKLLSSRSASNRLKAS
GLP1R ag: qHTS of GLP-1 Receptor Agonists; AID 624172, 2012; HEK293 GLP-1R CRE-luciferase, luminescence, 4-6 h; cells express a hypersensitive GLP-1R form; Potency, µM (top dose mostly 45.6 µM), inactives show top-dose activation, actives largely listed as activators; actives 0.007% (n = 380,000); note: potency is the fitted concentration of half-maximal effect; % of control where 0% means no effect
Target sequence (P43220 whole entry, looked up): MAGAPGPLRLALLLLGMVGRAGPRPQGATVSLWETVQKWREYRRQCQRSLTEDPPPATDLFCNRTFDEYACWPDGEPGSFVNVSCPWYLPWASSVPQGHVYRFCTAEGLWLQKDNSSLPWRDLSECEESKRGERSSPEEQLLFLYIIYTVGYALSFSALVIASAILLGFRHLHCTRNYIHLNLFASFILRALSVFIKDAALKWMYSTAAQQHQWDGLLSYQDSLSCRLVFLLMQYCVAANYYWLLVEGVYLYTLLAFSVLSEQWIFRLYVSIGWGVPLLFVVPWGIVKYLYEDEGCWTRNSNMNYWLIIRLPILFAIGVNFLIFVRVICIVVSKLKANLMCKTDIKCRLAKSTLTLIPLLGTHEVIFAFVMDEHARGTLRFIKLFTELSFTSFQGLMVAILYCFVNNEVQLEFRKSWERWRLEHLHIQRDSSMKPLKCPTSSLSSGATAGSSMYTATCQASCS
GLP1R inv ag: qHTS of GLP-1 Receptor Inverse Agonists (Inhibition Mode); Glucagon-like peptide 1 receptor (Homo sapiens), P43220; HEK293 GLP-1R CRE-luciferase, luminescence, 24 h; GLP-1R form is constitutively active; Potency, µM (top dose mostly 38.3 µM), inactives show top-dose activity change, negative = inhibition, hits mostly inhibitors; actives 1.6% (n = 410,000); note: potency is the fitted concentration of half-maximal effect; % is set by controls: 0 for no effect and ±100 for the full control effect; nearly all actives have a fitted effect of over 55% in size
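GLP-1R inverse agonism mode: basal reporter luminescence in engineered HEK293 cells measured after one day of compound exposure at 37 deg C, with a 12 min room-temperature detection step.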
EPAC1 antag: qHTS for Antagonist of cAMP-regulated guanine nucleotide exchange factor 3 (EPAC1): primary screen; actives 0.14% (n = 360,000); Rap guanine nucleotide exchange factor 3 (Homo sapiens), O95398; AID 720709, 2013; Potency, µM (titrated, usually from 115 µM), for the others: top-dose activity change, negative = inhibition, usual class: inhibitors; EPAC1 GEF assay, Rap1b-BODIPY-GDP exchange fluorescence;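 note: potency is the fitted concentration of half-maximal effect; plate controls were vehicle for no effect and positive control for full effect; nearly all actives have a fitted effect of over 50% in size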
EPAC1 agonist: qHTS for Agonist of cAMP-regulated guanine nucleotide exchange factor 3 (EPAC1): primary screen | Rap guanine nucleotide exchange factor 3 (Homo sapiens), O95398 | EPAC1 agonist qHTS, biochemical assay; response scale: 100% = response to 6.5 mM cAMP | Potency, µM (titrated, usually from 154 µM), for the others: at the highest dose activation, most hits filed as activators | actives 0.073% (n = 360,000); note: potency is the fitted concentration of half-maximal effect; nearly all actives have a fitted effect of over 60% in size
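Normalized to 6.5 mM cAMP, activity reflects EPAC1-catalysed release of BODIPY-GDP from Rap1B, followed kinetically over 30 min at 480 nm excitation, 540 nm emission. Reaction contained 100 nM EPAC1, 250 nM Rap1B-BODIPY-GDP, 50 uM GDP.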
HEK293 tox: qHTS of GLP-1 Receptor Inverse Agonists: Cytotox Screen; actives 0.13% (n = 410,000); AID 624418, 2012; Potency, µM (doses to about 38.3 µM), without a hit: at the highest dose activity change, negative = inhibition, most hits filed as inhibitors; HEK293 cAMP-luciferase reporter cells, luminescence, 24 h;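 note: loss of luciferase light is scored as toxicity; potency is the fitted concentration of half-maximal effect; % is set by controls: 0 for no effect and ±100 for the full control effect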
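Compound-treated cells are incubated 24 hr at 37 deg C under 5% CO2 after a 12 hour attachment period, then luciferase detection reagent is added and luminescence is measured following 12 min at room temperature; lowered signal indicates toxicity.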
PI5P4K alpha inh: qHTS for Inhibitors of phosphatidylinositol 5-phosphate 4-kinase (PI5P4K); max response, %; AID 652105, 2013; actives 1.2% (n = 330,000); Phosphatidylinositol 5-phosphate 4-kinase type-2 alpha (Homo sapiens), P48426; PI5P4Kalpha enzyme, ADP-Glo luminescence, 60 min; stronger effect = lower value; active = max response of -50% or lower; inconclusive = between -30% and -50%; inactive = -30% or higher; note: value at the top dose of about 77 µM; % is set by controls: 0 for no effect and ±100 for the full control effect
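Controls without substrate or without enzyme flank wells where PI5P4Kalpha converts substrate using 5 microM ATP (final). Incubation lasts 60 minutes at room temperature; ADP formed is read by ADP-Glo luminescence.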
* hit, by the source's call; i = inactive; ? = inconclusive; / = no result given; [ ] = another dose, or the depositor's remark. Unless noted, calls come from the whole dose curve; as a rule, active = well fitted curve in the direction sought with a large enough effect; inconclusive = small, poorly fitted or top-dose-only effect, or another doubt; inactive = no such curve, though single readings can be large; an effect the other way counts as inactive or inconclusive. An excerpt; count on the stated rates, not on these rows.

SMILES	IL2 activator	PTHR1 ag	PLK1 PBD block	GLP1R ag	GLP1R inv ag	EPAC1 antag	EPAC1 agonist	HEK293 tox	PI5P4K alpha inh
CS(=O)(=O)c1ccc(-c2cnc3c(NC=O)cc(-c4ccsc4)cn23)cc1	0.7	i	?	?	32.4%[activator]	-0.1%	-22.2%	0.7%	-26.5
C[C@@H]1CN([C@H](C)CO)C(=O)c2cccc(NC(=O)Nc3ccc(F)cc3)c2O[C@H]1CN(C)C(=O)Nc1ccc(C(F)(F)F)cc1	-0.3	-53.3%[inhibitor]	1.2%	-1.9%	?	-25.0%	-14.6%	?	21.5
O=C(/C=C/c1ccc(F)cc1)N1CCN(c2ncccn2)CC1	-0.8	i	-6.9%	6.8%	3.7%	-12.0%	9.1%	-10.3%	5.1
CCCn1nnc(NC(=O)COc2ccc(Cl)cc2)n1	-0.9	-10.8%	-1.7%	4.9%	10.7%	12.0%	0.6%	3.5%	10.6
COCCCNC(=O)Cn1ncc2c(=O)oc3ccccc3c21	4.1	i	1.8%	-4.2%	0.1%	4.4%	-4.8%	-6.3%	1.2
CCN(CC)c1ccc(C=NNc2ccc([N+](=O)[O-])cn2)cc1	2.6	i	-0.3%	18.1%	21.0%	6.1%	-3.1%	-1.8%	-5.0
Cc1ccc(S(=O)(=O)c2cn(CC(=O)Nc3ccc(Cl)cc3)c3ccc(F)cc3c2=O)cc1C	/	-40.3%	/	0.4%	3.5%	/	/	-5.5%	/
O=C1/C(=C/c2cccc(Br)c2)SC(=S)N1CCC(=O)N(CCO)c1ccccc1	3.0	i	-2.0%	-0.5%	11.2µM*	-19.3%	14.6%	15.9%	1.6
COc1ccc(-c2noc(CCC(=O)N3CCC(C)CC3)n2)cc1	4.3	14.6%	-8.9%	-0.9%	-5.2%	-8.1%	7.5%	7.3%	/
COc1ccc(OC)c(NC(=O)Nc2nc(C(N)C(C)C)cs2)c1 (stereo not given)	0.4	-32.0%[inhibitor]	0.8%	9.5%	?	5.0%	11.2%	1.3%	19.3
Cc1ccc(CN2CC(C(=O)NNC(=O)c3ccc(F)cc3)CC2=O)cc1 (stereo not given)	2.0	i	0.0%	-1.0%	6.7%	-8.3%	10.8%	3.0%	-13.9
COc1ccc(Nc2nc(NCc3ccco3)nc(N/N=C/c3ccccc3Cl)n2)cc1	-0.2	i	-13.2%	-1.1%	17.9%	-2.8%	0.9%	-9.6%	-11.1
COc1cc(NC(=O)Cn2c(=O)n(CC3CCC(C(=O)NCCc4ccccc4)CC3)c(=O)c3ccccc32)cc(OC)c1 (stereo not given)	/	21.9%	/	0.0%	1.3%	/	/	-0.4%	/
Cc1ccc(-c2csc(N3CCN(S(=O)(=O)c4ccc5c(c4)NC(=O)CO5)CC3)n2)cc1	-3.6	i	-2.5%	0.3%	24.1%	7.2%	-1.6%	-12.3%	0.1
CC(=O)N1CCC(=NNc2ccc(S(=O)(=O)N3CCOCC3)cc2[N+](=O)[O-])CC1	-1.5	i	-14.6%	-3.6%	5.3%	-4.3%	0.5%	3.9%	9.7
COc1ccc(NC(=O)Cn2nnc(C(=O)NCCc3ccc(OC)c(OC)c3)c2N)c(OC)c1	0.0	i	-12.4%	5.7%	9.3%	-6.6%	-0.5%	-14.6%	-2.0
CC(C)(C)c1ccc(Cn2nnc3c(=O)[nH]c(C4CCCN(C(=O)c5cccs5)C4)nc32)cc1 (stereo not given)	-3.4	-18.9%	-12.9%	22.1%	?	-8.0%	6.7%	-14.4%	-3.3
O=S(=O)(CCN1CCN(c2ccccn2)CC1)c1ccc(Cl)cc1Cl	-1.0	-2.2%	-2.0%	7.1%	8.6%	-14.6%	4.0%	21.3%	-2.6
CCOc1cccc(OCCOCCNC(C)(C)C)c1	0.1	-3.7%	0.2%	-3.4%	12.7%	-22.7%	-9.1%	5.9%	8.6
CC(=O)Nc1cnn(Cc2ccc(Br)cc2)c1	-0.9	i	1.4%	-9.4%	0.0%	3.7%	-1.7%	-5.2%	/
CCC(OC(=O)c1nsc(Cl)c1Cl)C(=O)NCC1CCCO1 (stereo not given)	-1.5	i	-5.3%	3.7%	10.1%	10.7%	10.8%	4.5%	-3.9
COc1ccc(CCC(C)NCC(C)c2ccccc2)cc1 (stereo not given)	2.6	i	-7.8%	-3.9%	?	-2.5%	-8.5%	0.7%	8.8
COc1ccc(-n2c(=O)c3ccccc3n(Cc3ccccc3Cl)c2=O)cc1	/	-17.5%	/	-0.5%	21.8%	/	/	-3.3%	/
CCc1cc(=O)oc2c3c(cc(OCC(=O)NCCN4CCOCC4)c12)OC(C)(C)CC3	-0.1	-18.7%	-0.6%	16.9%	13.3%	-1.4%	-18.6%	-1.4%	2.1
Cn1c(SCC(=O)N2CCCC2)nnc1-c1cnccn1	-0.4	-14.7%	4.5%	0.8%	13.4%	5.8%	-5.3%	-1.9%	1.8
NC(=O)c1sc2nnc(-c3ccccc3)c(-c3ccccc3)c2c1N	?	i	?	14.9%	7.3%	11.1%	-188.4%[inhibitor]	-0.3%	-16.1
Cc1ccc2c([N+](=O)[O-])cccc2n1	-0.5	-20.2%	-12.5%	3.0%	4.9%	-8.1%	1.8%	81.6%[activator]	10.4
Cc1ccc(-n2c(C)cc(C3=NNC(=NC4CC4)SC3)c2C)cc1C	-4.9	-37.4%[inhibitor]	-3.4%	-5.1%	?	4.7%	-22.8%	-12.4%	3.2
CC(C)(C)C1CCC(OCC(O)CN2CCN(c3ccccc3)CC2)CC1 (stereo not given)	-1.5	-7.9%	-7.4%	-8.8%	?	4.0%	-10.7%	-6.9%	9.9
CCOC(=O)c1c(C)sc2c1N(C(=O)CN1CCOCC1)c1cc(Cl)ccc1S2	6.1	-24.1%	-3.0%	3.1%	?	?	1.7%	3.7%	13.4
C[C@@H]1CN([C@@H](C)CO)C(=O)c2cccc(NC(=O)C3CCCCC3)c2O[C@@H]1CN(C)Cc1ccc(Cl)c(Cl)c1	-0.4	-24.9%	-1.4%	-0.5%	?	-27.4%	-5.7%	-22.3%	-3.0
Cc1nc2c(=O)[nH]n(C)c2nc1C	-2.6	-11.0%	-2.3%	-1.6%	10.2%	-4.8%	6.6%	2.6%	-3.2
CCn1ccnc1CN(C)Cc1cn(C)nc1-c1ccccc1F	-1.4	i	-7.8%	13.6%	15.6%	2.6%	6.9%	-11.1%	1.1
COc1cc(C(=O)NCC2CCCCC2)ccc1OCc1c(C)noc1C	-0.2	i	-2.1%	10.5%	7.1%	-3.7%	2.9%	-28.7%	1.2
C[C@H](OC(=O)n1ccnc1)[C@@H]1O[C@@]2(C)CCC[C@@H]1O2	0.1	-19.3%	2.0%	-6.2%	-8.7%	-4.7%	-7.9%	-14.3%	-3.5
COc1ccc(C[C@H]2CN3C(=NC[C@@H]3C)N2CCNC(=O)CCC2CCCCC2)cc1	-0.7	-39.1%[inhibitor]	?	-3.4%	-5.5%	-0.9%	-0.1%	-8.9%	1.0
NS(=O)(=O)c1ccc(N/C=C/C(=O)c2ccc(Br)cc2)cc1	1.5	i	-3.0%	-16.4%	7.8%	-24.0%	-9.7%	13.7%	-6.2
CN(C)CCN(CC1CCCN(Cc2ccccc2F)C1)C(=O)c1ccc(Cl)cc1 (stereo not given)	-2.4	-4.5%	-4.4%	16.0%	?	-0.3%	-3.3%	-22.1%	7.6
Cc1ccc(S(=O)(=O)Nc2cccc(-n3cnnn3)c2)cc1C(=O)O	0.0	-23.2%	2.1%	-0.6%	20.5%	-15.6%	-1.4%	0.2%	4.1
O=C(COc1ccccc1Cl)N(Cc1cccs1)C1CCS(=O)(=O)C1 (stereo not given)	-1.4	i	1.6%	6.2%	-13.9%	-1.3%	1.3%	4.4%	-6.9

Pulled by structure from the entries so far (4):
SMILES	IL2 activator	PTHR1 ag	PLK1 PBD block	GLP1R ag	GLP1R inv ag	EPAC1 antag	EPAC1 agonist	HEK293 tox	PI5P4K alpha inh
Cc1nc2c(=O)[nH]n(C)c2nc1C	-2.6	-11.0%	-2.3%	-1.6%	10.2%	-4.8%	6.6%	2.6%	-3.2
C[C@@H]1CN([C@@H](C)CO)C(=O)c2cccc(NC(=O)C3CCCCC3)c2O[C@@H]1CN(C)Cc1ccc(Cl)c(Cl)c1	-0.4	-24.9%	-1.4%	-0.5%	?	-27.4%	-5.7%	-22.3%	-3.0
NC(=O)c1sc2nnc(-c3ccccc3)c(-c3ccccc3)c2c1N	?	i	?	14.9%	7.3%	11.1%	-188.4%[inhibitor]	-0.3%	-16.1
COc1ccc(CCC(C)NCC(C)c2ccccc2)cc1 (stereo not given)	2.6	i	-7.8%	-3.9%	?	-2.5%	-8.5%	0.7%	8.8

The results go on:
SMILES	IL2 activator	PTHR1 ag	PLK1 PBD block	GLP1R ag	GLP1R inv ag	EPAC1 antag	EPAC1 agonist	HEK293 tox	PI5P4K alpha inh
COc1ccc(CCNc2oc(-c3cccc4ccccc34)nc2P(=O)(OC)OC)cc1OC	0.0	i	-2.0%	17.0%	3.8%	0.7%	-3.9%	6.4%	6.6
CC(C)CCN1CCC(Cc2ccccc2)(NC(=O)c2ccccc2)C1=O (stereo not given)	-1.9	i	-1.0%	-4.5%	-11.7%	-3.2%	-11.5%	11.6%	0.8
COc1ccc(C(=O)c2oc3ccccc3c2NC(=O)COc2c(C)cc(C)cc2C)cc1	/	i	/	-0.4%	6.1%	/	/	-2.8%	/
COc1cc(C)ccc1OCCOc1c(C)cccc1Cl	-7.5	-10.7%	0.7%	13.1%	7.7%	-9.1%	5.5%	-2.2%	17.1
CCOC(=O)c1ccn(CSc2c(F)c(F)cc(F)c2F)n1	2.6	i	-15.2%	5.9%	-22.6%	-2.0%	1.0%	-3.1%	0.6
